# High-throughput results deposited in PubChem by several laboratories.
# Rin1-Abl PPI inh: inhibitors of human Rin1-Abl protein interaction | TR-FRET Rin1/Abl binding, biochemical | inhibition, % at 7.35 µM | 360,000 tested, 0.4% active | AID 588664; in the data active = inhibition above about 5%, passing the limit was not always enough
# Neddyl block: cullin neddylation inhibition | P61081+Q13564 | TR-FRET cullin neddylation, biochemical | calls only at 25 µM | 360,000 tested, 0.58% active; in the data active = inhibition above about 36%
# eLon inh: inhibits E. coli Lon protease; P0A9M0; purified E. coli Lon protease, fluorescence polarization; inhibition, % at 7.94 µM; 360,000 tested, 0.42% active; AID 602123; in the data active = inhibition above about 13%, passing the limit was not always enough;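 note: 0% = enzyme with probe and DMSO and 100% = no enzyme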
# TbMetRS inhib: blocks T. brucei methionyl-tRNA synthetase activity. purified T. brucei MetRS, ATP depletion, Kinase-Glo luminescence. inhibition, % at 11.9 µM. 360,000 tested, 0.4% active;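 active = inhibition above a per-plate cutoff of the control wells' mean inhibition plus 3 SD, cut at about 5.5% in these data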;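 note: 0% = DMSO wells median and 100% = median of wells with control inhibitor compound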
#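 Assay system: T. brucei methionyl-tRNA synthetase, purified | Medium: HEPES buffer with MgCl2, KCl, DTT, spermine, BSA, pyrophosphatase | Compound: 11.9 µM single point | Incubation: 15 min enzyme-compound preincubation, 2 h reaction, 10 min detection, 25 °C | Measured by: Kinase-Glo luciferase luminescence reporting remaining unconsumed ATP | Measure: % inhibition normalized to control-well medians | Replication: Singlicate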
# FAS TE block: blocks the thioesterase domain of human fatty acid synthase | P49327 | recombinant FAS-TE, OMFH fluorogenic substrate, fluorescence endpoint | inhibition, % at 15 µM | 360,000 tested, 0.67% active | AID 602261;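 active = compounds whose normalised, plate-corrected inhibition of enzyme fluorescence in the single-dose primary screen is 50% or more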;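 note: 0% = DMSO with enzyme and 100% = substrate without enzyme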
# CSN inh: blocks human CSN-mediated cullin deneddylation; Purified CSN, SCF-Nedd8-OG deneddylation, fluorescence polarization; inhibition, % at 12.5 µM; 360,000 tested, 0.38% active; Q92905;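 active = pattern-corrected inhibition above about 35%, with an unprinted fluorescence ratio check between 0.5 and 1.5, limit read from the data, passing the limit was not always enough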;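 note: 0% = enzyme with substrate and 100% = substrate without enzyme; some results filed as inactive read as strong as hits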
#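 test system = HEK293T-derived human Csn5 enzyme | amount = 0.24 nM Csn5 enzyme, final concentration | medium = Tris/NaCl/DTT buffer, pH 7.5 | schedule = 90 min reaction at room temperature | signal = FP | evaluation = inhibition of Csn5 cleavage, % | compound dosing = single dose of 12.5 µM compound with 0.25% DMSO | probe or stimulus = 10 nM SCFSkp2-Nedd8OG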
# MsrA inh: bovine MsrA inhibition; purified bovine MsrA, absorbance read-out; 360,000 tested, 0.75% active; AID 651718; inhibition, % at 15.5 µM; in the data active = inhibition above about 4.5%;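 note: 0% = vehicle wells with enzyme and 100% = reference inhibitor wells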
# MsrA act: bovine methionine sulfoxide reductase A activation. activation, % at 10.6 µM. 360,000 tested, 0.3% active. purified bovine MsrA, absorbance read-out; in the data active = activation above about 7.5%;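 note: 0% = vehicle and 100% = reference activator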
# MLLE-PAM2 inh: blocks PAM2 peptide binding to the PABP1 MLLE domain | P11940 | GST-MLLE / FITC-PAM2 fluorescence polarization | 360,000 tested, 0.36% active | inhibition, % at 20 µM; in the data active = inhibition above about 35%, passing the limit was not always enough;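 note: plate controls were DMSO wells with GST-MLLE for no effect and wells lacking GST-MLLE protein for full effect; some results filed as inactive read as strong as hits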
# Active calls of the source: *; i = inactive; nt = no result given. No enrichment for hits; any-hit rate near 4%.
SMILES,Rin1-Abl PPI inh,Neddyl block,eLon inh,TbMetRS inhib,FAS TE block,CSN inh,MsrA inh,MsrA act,MLLE-PAM2 inh
C=CCSc1nnc(C)c(/C=C/Nc2ccc(Cl)cc2)n1,0,i,-43,-0.2,-1,-1,0.9,-2,-99
COc1cccc(C2=NOC(C(=O)NCC3CCCO3)C2)c1 (centres undefined),-1,i,-3,-0.3,-7,1,0.7,0,7
CC1(C(=O)NCc2ccc(Cl)c(Cl)c2)Oc2cccnc2NC1=O (centres undefined),-3,i,-8,0.2,1,-1,-0.8,1,7
CC(=O)c1c(C)n(CCc2ccc(Cl)cc2)c2ccc(O)cc12,-3,i,-5,-0.9,0,-5,-0.6,-3,4
C=CCc1c(NCCO)nc(C)[nH]c1=O,-1,i,-3,0.0,-4,-2,nt,-1,3
COCCNC(=O)C(=O)NCC1CCCN1S(=O)(=O)c1cccs1 (centres undefined),1,i,5,-0.3,-8,1,-1.6,0,-2
O=C(O)c1ccc(OCc2occc2C(=O)O)cc1,1,i,1,-0.7,0,-1,-1.2,-1,-6
CCCN(CCC)CCCNC(=O)Cn1cnc2sc(C)c(S(=O)(=O)N3CCC(C)CC3)c2c1=O,3,i,11,0.1,-6,-1,-1.1,-6,-16
CCOC(=O)N1CCN(C(=O)CCS(=O)(=O)c2ccc3c(c2)CC(C)N3C(=O)CC)CC1 (centres undefined),-1,i,-9,0.2,-6,-1,0.0,0,-4
CCN(c1ccc(NC(=O)CSc2ccc3c(c2)OCCO3)cc1)C(C)C,6,i,-1,-0.3,22,1,-0.2,-3,5
O=C(Nc1ccccc1-c1nc2ccccc2s1)c1ccco1,-3,i,-6,0.1,10,1,1.4,1,22
CCOC(=O)c1c(C)[nH]c(C(=O)N2CCc3cc(OC)c(OC)cc3C2)c1C,6,i,-2,-0.1,-3,2,-0.3,-3,-1
CCSc1nc(O)c(Cc2ccccc2)c(=O)[nH]1,2,i,-17,-0.6,-6,-5,-0.4,-2,-8
COc1ccc([C@H]2/C=C\CN(C(=O)c3ccccc3)[C@@H](C)C(=O)N2Cc2ccc(F)cc2)cc1,1,i,-4,-0.1,16,22,0.7,0,7
Cc1cc(C)cc(NC(=O)Cn2nnc(C(=O)NCc3ccco3)c2N)c1,-2,i,-1,-0.8,-7,6,-0.3,-11,-6
Cc1onc(-c2c(F)cccc2Cl)c1C(=O)Nc1ccc(S(=O)(=O)Nc2ncccn2)cc1,0,i,-9,-0.1,-3,-3,0.0,0,4
CCCCCCCCNCCS(=O)(=O)NN1CCOCC1,1,i,-4,0.5,-5,-1,0.7,-3,32
Cc1ccc(C(NC(=O)NCCCN2CCOCC2)=C(Cl)Cl)cc1F,-3,i,-7,0.4,-4,1,2.5,-2,12
O=C(Cn1cnc2c(oc3ccccc32)c1=O)NCc1ccccc1,4,i,-1,-0.4,-4,0,0.4,-3,-4
Cc1nnc(N)s1,0,i,0,0.6,-4,0,1.2,-3,-1
O=C(CC1(CC(=O)N2CCOCC2)CCCC1)Nc1ccc(F)cc1,1,i,6,-0.1,-10,2,0.0,1,2
O=S(=O)(Cc1ccccc1)N1CCN(C2Cc3ccccc3C2)CC1,-1,i,-17,-0.1,-6,2,0.8,-2,12
O=C(c1ccc(C(F)(F)F)cc1)N1CCN(S(=O)(=O)c2ccc3c(c2)OCCCO3)CC1,3,i,-9,0.0,11,-1,1.9,-7,-5
O=C(Nc1ccc(NC(=O)c2cc([N+](=O)[O-])ccc2N2CCOCC2)cc1)c1cccs1,-2,i,-8,-0.6,23,7,4.6*,-5,-13
O=C(NCc1ccccc1)c1ccc(CN(c2ccccn2)S(=O)(=O)c2ccccc2)cc1,1,i,-3,-0.3,10,0,3.1,-4,0
Cc1sc(-c2c(C#N)c(N)nc3c2CCCCCC3)cc1[N+](=O)[O-],-4,i,-30,-0.5,-4,12,0.8,-2,-17
Cc1ccc2nc(-c3ccccn3)cc(C(=O)N3CCN(c4ncccn4)CC3)c2c1,-2,i,2,-1.2,-4,-1,0.3,-2,-14
CC(C)(C)OC(=O)NNC(=O)C12CC3CC(CC(C3)C1)C2,-2,i,-5,-0.2,-3,-5,-1.1,1,15
C#CCOCCOCCOCCNc1nc(N2CCN(C(=O)[C@H](C)n3cc(CCC(=O)O)nn3)CC2)nc(N2CCN(C(=O)[C@H](C)n3cc(CCC(=O)O)nn3)CC2)n1,2,i,-10,-0.1,-10,-2,-0.1,-1,2
Cc1cc(NC(=O)CCC(=O)N(CC(=O)NC2CCCC2)c2ccc3c(c2)OCCO3)no1,-1,i,0,-0.4,-7,1,-0.8,-12,-8

# Quoted at random: three entries already listed.
SMILES,Rin1-Abl PPI inh,Neddyl block,eLon inh,TbMetRS inhib,FAS TE block,CSN inh,MsrA inh,MsrA act,MLLE-PAM2 inh
Cc1nnc(N)s1,0,i,0,0.6,-4,0,1.2,-3,-1
O=C(NCc1ccccc1)c1ccc(CN(c2ccccn2)S(=O)(=O)c2ccccc2)cc1,1,i,-3,-0.3,10,0,3.1,-4,0
O=C(c1ccc(C(F)(F)F)cc1)N1CCN(S(=O)(=O)c2ccc3c(c2)OCCCO3)CC1,3,i,-9,0.0,11,-1,1.9,-7,-5

# Continuation:
SMILES,Rin1-Abl PPI inh,Neddyl block,eLon inh,TbMetRS inhib,FAS TE block,CSN inh,MsrA inh,MsrA act,MLLE-PAM2 inh
CN(C)CCOC(=O)c1ccc2[nH]c3c(c2c1)CSCC3,0,i,7,-0.5,-7,5,-0.2,-3,20
COc1ccc(CNC(=O)C(c2ccc(C)cc2)N(Cc2cccs2)C(=O)c2ccc3c(c2)OCCO3)cc1 (centres undefined),2,i,5,-2.0,34,4,0.7,-8,-1
CN1C[C@@H]2[C@@H]3C(=O)N(Cc4ccccc4)C(=O)[C@@H]3[C@](Cc3ccccc3)(C1=O)N2C(=O)c1ccc(C(F)(F)F)cc1,4,i,-3,-0.3,4,2,-1.3,6,4
O=S1(=O)CCOC[C@H](Cc2ccccc2)N1Cc1ccc(F)cc1,2,i,-10,-0.2,13,-4,-0.5,-2,5
Cc1cc(C)nc(SCc2csc(N)n2)n1,3,i,-15,-1.0,-8,-4,0.1,-3,24
CC(=O)Nc1nc(C2COc3ccccc3O2)cs1 (centres undefined),-1,i,1,-0.2,-7,7,-0.5,-4,-7
CC(=O)C[C@@H](O)CC(=O)[C@H]1OC(=O)[C@@H](C)C/C=C\Cc2ccccc21,0,i,-5,0.5,-9,-5,0.3,-2,-2
Cc1ccccc1C1NC(c2ccccc2C)C([N+](=O)[O-])C(C)(C)C1[N+](=O)[O-] (centres undefined),-3,i,0,-0.7,32,-6,-1.0,-4,-1
COc1ccccc1NC(=O)COC(=O)C1CC(=O)N(c2ccc3c(c2)OCCO3)C1 (centres undefined),-1,i,0,-0.6,-3,2,0.0,-1,3
COCCn1c(=O)[nH]c2cc(C(=O)N3CCN(c4cccc(C(F)(F)F)c4)CC3)ccc2c1=O,-2,i,3,-0.9,0,2,-0.2,-3,7
CCn1ccnc1CN1CCc2c([nH]c3ccccc23)C1CC(C)C (centres undefined),3,i,-2,0.1,2,-8,-0.4,0,-11
CCOc1ccc(/C=N/OCC(=O)NC(c2ccccc2)c2ccccc2)cc1,-1,i,-5,-0.6,20,-9,1.2,-2,12
CCCN(CCC)S(=O)(=O)c1ccc(C)cc1,0,i,-7,-0.7,7,2,-0.6,-2,-15
Cc1ccc(Cn2cc(CN3CC(N4CCCC4)CS3(=O)=O)nn2)cc1 (centres undefined),nt,i,2,-0.5,-8,0,-1.2,-5,nt
CCOc1ccc(C(=O)NCC(=O)OCC(=O)N2CCCCC2)cc1,3,i,-2,0.5,-2,-2,0.0,-2,-8
c1coc(Cn2c(SCc3nc4ccccc4[nH]3)nnc2-c2cnccn2)c1,2,i,-2,1.6,-7,3,0.3,-6,-60
Cc1oc2nc(SCCCC(=O)NCCO)nc(N)c2c1C,36*,i,0,-0.7,0,-4,0.3,3,10
Cc1csc2nc(CSc3nc4ccccc4o3)cn12,6,i,-7,-0.3,-10,-1,-0.4,-2,8
CCN(CC)S(=O)(=O)c1cc(C)ccc1SC,1,i,-2,0.2,-3,-8,1.0,-2,-15
COc1ccc(OC)c(NC(=S)NCc2ccccc2OC)c1,3,i,8,-0.5,0,-11,1.5,-7,-18
CCC1(c2ccccc2)NC(=O)N(CC#N)C1=O (centres undefined),-3,i,5,-0.2,1,-9,0.2,-5,-9
CSc1nc(N)nc(SCC(=O)c2ccc(C)cc2)c1C#N,-5,i,-20,-0.6,3,-7,0.7,-6,-31
Cc1ccnc2nc(C(=O)OCC(=O)N(CC(C)C)C3CCS(=O)(=O)C3)nn12 (centres undefined),-1,i,7,-0.2,-2,0,-0.5,-1,1
COc1ccc(CCNC(=O)Cc2ccc3c(c2)OCO3)cc1OC,-1,i,0,-0.4,-13,5,-1.0,-6,2
C=CCSC1=C(C#N)C(c2cccc(OC)c2)CC(=O)N1 (centres undefined),-1,i,-4,-0.4,-4,-4,0.7,-1,37
C[C@H](CO)N1C[C@H](C)[C@H](CN(C)S(=O)(=O)c2cn(C)cn2)OCc2cnnn2CCCC1=O,3,i,-5,-1.2,-8,-1,0.4,-8,-14
COc1cccc(NC(=O)CSc2ccc3nnc(CCNC(=O)c4ccccc4)n3n2)c1,-4,i,-1,-0.3,-2,3,0.8,-1,-5
COC1CCN(Cc2c(C(=O)N3CCc4ccccc4C3)nc3ccc(Cl)cn23)CC1,0,i,-3,0.0,-5,0,-0.2,-4,5
O=C(NN=Cc1ccccc1Cl)c1cccc2ccccc12,4,i,-7,-0.3,-7,2,0.9,1,-3
O=C(OCc1ccc([N+](=O)[O-])cc1)c1ccc(N2CCCC2)c([N+](=O)[O-])c1,0,i,14,-0.8,18,2,-1.6,3,9
Cc1cc(CNC(=O)C2(C(F)(F)F)C/C(=C\Cc3ccccc3)CCCO2)nn1C (centres undefined),-1,i,-3,0.1,-8,4,-0.8,-5,-10
NC1=NC(=O)C2(COC(c3cccc([N+](=O)[O-])c3)OC2)S1 (centres undefined),3,i,4,-0.5,-5,-2,-0.7,-3,6
CCOc1ccc(NC(=O)c2ccccc2NC(=O)c2cccnc2)cc1,-3,i,-1,-0.1,2,-2,0.8,-4,8
COc1ccc(C(=O)c2c(-c3ccc(OC)cc3)oc3ccccc23)cc1,1,i,15,-0.1,28,1,1.5,-1,-6
COc1ccc(Cl)cc1NS(=O)(=O)c1ccc2c(c1)NC(=O)CCS2,2,i,-1,-0.1,3,-1,0.7,-3,3
Cc1c(O)ccoc1=O,-4,i,0,0.1,0,-2,-1.4,-1,14
Cc1[nH]c2ccccc2c1/C=N/NC(=O)CNC(=O)c1ccccc1,-1,i,2,-0.5,0,-1,3.7,-4,-6
CSc1ccc(S(=O)(=O)NCC(=O)OCC(=O)N2CCCC2=O)cc1[N+](=O)[O-],-2,i,4,-0.4,-1,-4,0.1,-7,-11
COc1ccc(Nc2c(-c3cccc(OC)c3)nc3nc(C)cc(C)n23)cc1,nt,i,3,-1.1,-5,2,1.6,-6,nt
Cc1ccc(OCC(=O)NCCN2CCCC2)cc1,0,i,-6,-1.4,-7,-3,-0.9,-15,21
NS(=O)(=O)c1ccc(CCNCc2cc(Cl)ccc2OCc2ccccc2)cc1,-1,i,0,1.1,5,0,-0.5,0,-5
Cc1cc(C)c2cc(C#N)c(NCCNC(=O)c3ccccn3)nc2c1,nt,i,nt,-0.2,nt,0,0.7,nt,nt
Cc1[nH]n(C2=NCCS2)c(=O)c1N=Nc1cccc(C(F)(F)F)c1,-3,i,3,-0.7,11,-2,0.2,-3,31
